# Assay outcomes as filed in PubChem.
# Gal4-VP16 FLuc – Gal4-VP16 reporter inhibition counter-screen | 310,000 tested, 3.5% active | Drosophila S2 Gal4-VP16 UAS-luciferase, luminescence, 20 h | Potency, µM (series often up to 53.6 µM), for the others: at the top dose activity, negative = inhibition, hits mostly inhibitors;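 note: Gal4-VP16 expression switched on by copper sulfate through the metallothionein promoter; potency is the fitted concentration of half-maximal effect; % is set by controls: 0 for no effect and ±100 for the full control effect; nearly all actives have a fitted effect of over 50% in size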
# Tb PFK inh – blocks T. brucei phosphofructokinase; O15648; T. brucei PFK, ADP-Glo luminescence; Potency, µM (doses to about 57.5 µM), for the others: top-dose activity, negative = inhibition, actives largely listed as inhibitors; 330,000 tested, 0.17% active;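 note: potency is the fitted concentration of half-maximal effect; 0% = uninhibited 1x PFK enzyme wells and -100% = no-enzyme wells; nearly all actives have a fitted effect of over 60% in size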
# Target sequence (O15648 whole entry, looked up): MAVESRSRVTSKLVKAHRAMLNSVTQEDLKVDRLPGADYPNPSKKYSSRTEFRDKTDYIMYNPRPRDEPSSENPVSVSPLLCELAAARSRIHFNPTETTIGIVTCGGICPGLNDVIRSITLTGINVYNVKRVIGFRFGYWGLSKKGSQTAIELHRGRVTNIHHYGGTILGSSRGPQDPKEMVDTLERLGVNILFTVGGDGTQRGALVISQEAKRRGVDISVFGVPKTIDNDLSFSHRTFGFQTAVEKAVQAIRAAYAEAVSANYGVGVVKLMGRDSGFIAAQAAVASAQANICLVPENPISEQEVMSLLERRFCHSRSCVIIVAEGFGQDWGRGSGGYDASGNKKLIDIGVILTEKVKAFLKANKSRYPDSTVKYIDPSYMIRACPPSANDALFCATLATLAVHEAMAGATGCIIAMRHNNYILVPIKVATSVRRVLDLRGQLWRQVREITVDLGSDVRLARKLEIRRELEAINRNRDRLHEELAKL
#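 In TEA buffer at pH 8.0 with 5 mM MgCl2, enzyme (1.25 nM) converted F6P (0.5 mM) and ATP (0.1 mM) for 45 min at room temperature. ADP product was read by luciferase luminescence.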
# TRPV1 agonist – activates the human vanilloid receptor TRPV1; AID 540275; activation, % at 8.33 µM; TRPV1-expressing cells, Fluo-8 calcium influx, agonist mode; 320,000 tested, 0.19% active; in the data active = activation above about 80%; inconclusive = between about 30% and that limit; note: 0% is about no effect
#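 TRPV1-expressing cells were cultured overnight at 35.5C and loaded with Fluo-8 calcium dye for 40 to 90 min at room temperature. After a 10 s baseline, compound was added and calcium influx was read kinetically for 3 min (ex 480/em 520 nm).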
# NPC1 promoter act – activators of NPC1 promoter | Huh7 NPC1 promoter luciferase reporter, 24 h | Potency, µM (top dose mostly 9.22 µM), without a hit: at the top dose activation, hits mostly activators | 320,000 tested, 2.4% active;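 note: potency is the fitted concentration of half-maximal effect; % of control where 0% means no effect; nearly all actives have a fitted effect of over 60% in size; reporter is driven by a mutant NPC1 promoter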
#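 NPC1 promoter–luciferase Huh7 cells; 24 h compound; luminescence.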
# BRCA1 expr act – increases BRCA1 expression; MCF7-BRCA1-FFLuc reporter, luminescence, 48 h; response scale: scaled: vehicle 0%, 10 µM genistein 100%; Potency, µM (series often up to 46.1 µM), for inactives: at the highest dose activation, usual class: activators; 380,000 tested, 1.1% active; AID 624202; note: potency is the fitted concentration of half-maximal effect; nearly all actives have a fitted effect of over 80% in size; some results filed as inactive show a strong effect at the top dose
#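 MCF7-BRCA1-FFLuc cells, 2000/well in phenol-red-free MEM, attached 2 h then treated 48 h at 37 C. Luciferase luminescence read 15 min after reagent; normalized to genistein maximum activation (10microM) and DMSO, concentration-response fitted.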
# Rab9 prom act – Rab9 promoter activation. Huh7 Rab9 promoter-luciferase reporter, luminescence, 24 h. AID 485297. 320,000 tested, 2.8% active. Potency, µM (series often up to 9.22 µM), without a hit: at the highest dose activation, negative = inhibition, usual class: activators; note: potency is the fitted concentration of half-maximal effect; % of control where 0% means no effect; nearly all actives have a fitted effect of over 60% in size
#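 Rab9 promoter-driven luciferase in stably transfected Huh7 cells; 1500 cells/well rested 2 h, exposed to compound in DMSO for 24 h at 37 °C, 5% CO2. Luminescence read 10 min after adding luciferase reagent at ambient temperature.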
# ELG1 genotoxic – inducers of genotoxicity in HEK293T ELG1-luciferase cells; HEK293T ELG1-luciferase reporter, luminescence, 16 h; Potency, µM (series often up to 46 µM), for the others: at the top dose activity change, positive = activation, hits mostly activators; 330,000 tested, 1.3% active; AID 504466; note: potency is the fitted concentration of half-maximal effect; % of control where 0% means no effect; nearly all actives have a fitted effect of over 60% in size
#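 Genotoxicity was scored as increased ELG1-luciferase reporter signal, measured by ONE-Glo luminescence (30 min, room temperature). Compound or vehicle exposure of the HEK293T reporter cells lasted 16 hr at 37°C.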
# p53 reactivator – mutant p53 re-activation in reporter cells. H1299 p53-A138V BP100-luciferase reporter, luminescence, 24 h. Potency, µM (doses to about 92.2 µM), for the others: at the top dose activity change, positive = activation, most hits filed as activators. 320,000 tested, 0.063% active; note: potency is the fitted concentration of half-maximal effect; % of control where 0% means no effect; nearly all actives have a fitted effect of over 45% in size
#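 H1299 (p53-null), stable ts p53-A138V + BP100-Luc; 1000 cells/well, Opti-MEM/10% FBS; cpd 4 pt, 1:5; 24 h, 37 deg C, 5% CO2; detection reagent 10 min RT; luminescence.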
# FLuc counter – counter-screen for miR-21 project: firefly luciferase inhibitors or activators. purified FLuc, Km substrates, luminescence inhibition. Potency, µM (doses to about 57.5 µM), for inactives: at the top dose activity change, negative = inhibition, actives largely listed as inhibitors. 360,000 tested, 6.9% active. AID 588342. P08659;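 note: potency is the fitted concentration of half-maximal effect; plate controls were vehicle for no effect and reference inhibitor for full effect; nearly all actives have a fitted effect of over 55% in size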
# Target sequence (P08659 whole entry, looked up): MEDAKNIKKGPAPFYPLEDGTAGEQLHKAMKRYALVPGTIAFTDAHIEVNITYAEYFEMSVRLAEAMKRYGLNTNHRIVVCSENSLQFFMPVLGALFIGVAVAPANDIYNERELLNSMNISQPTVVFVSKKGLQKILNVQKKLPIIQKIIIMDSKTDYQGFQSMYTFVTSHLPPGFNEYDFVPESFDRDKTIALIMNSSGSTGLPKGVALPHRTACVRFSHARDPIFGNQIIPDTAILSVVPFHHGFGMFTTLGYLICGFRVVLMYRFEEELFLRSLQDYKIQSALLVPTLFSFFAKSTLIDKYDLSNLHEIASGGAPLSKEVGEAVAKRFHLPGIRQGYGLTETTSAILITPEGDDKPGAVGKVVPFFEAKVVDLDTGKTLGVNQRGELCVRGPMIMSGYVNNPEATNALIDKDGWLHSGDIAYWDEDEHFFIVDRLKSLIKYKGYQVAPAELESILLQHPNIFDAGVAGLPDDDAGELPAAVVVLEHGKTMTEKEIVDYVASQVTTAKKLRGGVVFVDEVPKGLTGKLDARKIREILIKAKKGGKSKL
#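 Purified P. pyralis luciferase (10nM final) with 10uM D-luciferin and 10uM ATP (Km levels) in 50mM Tris acetate pH 7.5, 10mM Mg acetate, 0.01% Tween-20, 0.05% BSA; qHTS 6-point titration, ~60 µM downward; luminescence read.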
# RORg inh – ROR gamma (mouse) transcription inhibition. P51450. Drosophila S2 Gal4-RORgamma UAS-luciferase reporter, 20 h. Potency, µM (highest dose often 53.6 µM), inactives show top-dose activity change, negative = inhibition, usual class: inhibitors. 310,000 tested, 5.4% active. AID 2551; note: potency is the fitted concentration of half-maximal effect; % is set by controls: 0 for no effect and ±100 for the full control effect; nearly all actives have a fitted effect of over 60% in size
#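 In this cell-based reporter format, copper sulfate (700 uM final) drives Gal4–ROR gamma fusion expression from a metallothionein promoter in Drosophila Schneider cells; compounds preincubated 1 hr, reporter read after 20 hr at ambient temperature.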
# ELG1 DNA repair – inhibitors of ELG1-dependent DNA repair in HEK293T cells | AID 504467 | HEK293T ELG1-luciferase reporter, luminescence, 16 h; DNA damage induced by 5-fluorouridine | 330,000 tested, 2.3% active | Potency, µM (titrated, usually from 46.1 µM), inactives show at the top dose activity change, negative = inhibition, hits mostly inhibitors; note: potency is the fitted concentration of half-maximal effect; % is set by controls: 0 for no effect and ±100 for the full control effect; nearly all actives have a fitted effect of over 55% in size
#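 Step one: seed 2,000 cells per well. Step two: pin-transfer compound or DMSO alongside 5-fluorouridine. Step three: incubate 16 hr, 37 °C, 5% CO2. Step four: add ONE-Glo, wait 30 min, read luminescence.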
# * = called active by the depositor; u = inconclusive; x = not tested or not shown; & = joins results of further samples; [ ] = remark or other dose. Unless noted, calls come from the whole dose curve; as a rule, active = well fitted curve in the direction sought with a large enough effect; inconclusive = small, poorly fitted or top-dose-only effect, or another doubt; inactive = no such curve, though single readings can be large; an effect the other way counts as inactive or inconclusive.
SMILES | Gal4-VP16 FLuc | Tb PFK inh | TRPV1 agonist | NPC1 promoter act | BRCA1 expr act | Rab9 prom act | ELG1 genotoxic | p53 reactivator | FLuc counter | RORg inh | ELG1 DNA repair
Cn1c2c(c(=O)n(C)c1=O)C1c3ccccc3OCC1C(C)(C)O2 (configuration not stated) | -9% | 2% | 10 | -5% | 7% | -1% | -2% | -14% | 6% | 3% | 8%
COc1ccc(/C(C)=N/NC(=O)c2nnn(-c3nonc3N)c2-c2cccs2)cc1OC | 3% | 1% | -2 | -16% | 5% | 6% | u | 4% | 1% | -9% | u
COc1ccc(CC(=O)Nc2cccc(SC)c2)cc1OC | -9% | 1% | 101* | -13% | -35% | -16% | 16% | -3% | 3% | -20% | 5.2µM*
C=CCc1ccc(OCCn2cncn2)c(OC)c1 | 0% | 0% | -2 | 3% | -17% | 2% | 0% | u | -2% | 20% | 15%
COC(=O)Cc1nnc(NC(=O)c2ccccc2)s1 | -5% | -3% | 2 | 5% | -8% | 4% | 8% | 13% | -16% | -41% | 19%
CCOC(=O)c1cc(CC)sc1NC(=O)c1cc([N+](=O)[O-])ccc1N1CCOCC1 | -7% | 8% | 3 | -15% | -64% | -20% | 2% | -10% | 2% | -14% | -4%
Cc1nc2ccccc2c(=O)[nH]1 | -5% | 1% | -1 | -1% | 4% | -2% | 0% | 0% | 6% | -1% | 3%
COCCN(C(=O)CCC(=O)Nc1cc(C)on1)C(C(=O)NC(C)(C)C)c1ccc(OC)cc1 (configuration not stated) | -9% | -13% | -1 | 0% | 3% | -2% | 0% | -2% | 3% | -3% | 6%
CN1CCN(c2oc(-c3ccccc3)nc2S(=O)(=O)c2ccccc2)CC1 | x | 2% | x | x | -1% | x | 1% | -2% | x | x | 12%
CCOc1ccc(CCNC(=O)COC(=O)/C=C/c2ccc(OCC#N)c(OC)c2)cc1OCC | -25% | 0% | -2 | 0% | 3% | -1% | 4% | -8% | 4% | 5% | -10%
C=CCN1C(=O)[C@@H]2Cc3c([nH]c4ccccc34)C(c3cc(OC)c(OC)c(OC)c3)N2C1=S (some centres not stated) | 5% | 2% | 9 | 2% | -23% | -4% | -3% | 4% | 1% | 0% | -3%
O=C(CC12CC3CC(CC(C3)C1)C2)Nc1nncs1 | -6% | -5% | -3 | -4% | -18% | 3% | -1% | -11% | 3% | -11% | 9%
COc1cccc(N2CCN(C3CC(=O)N(c4ccc(Cl)c(Cl)c4)C3=O)CC2)c1 (configuration not stated) | 6% | -6% | 9 | -4% | 1% | -17% | 1% | -8% | -1% | u | -5%
COc1cccc(OCC(O)CNC(=O)c2oc3c(C)c(C)ccc3c2C)c1 (configuration not stated) | x | 1% | u | -1% | -7% | -1% | -2% | x | 0% | x | u
CC(=O)Nc1ccc(-c2cn3cc(C)ccc3n2)cc1 | u | 3% | 1 | 3.2µM* | 15% | 1µM* | u | u | 1.9µM* | 7.1µM* | u
CC(/C=C/c1ccccc1)=N\NC(=O)c1ccncc1 | 11µM* | -1% | 0 | 3% | -2% | -9% | -3% | 14% | 1% | 7.1µM* | 17%
COc1cccc(C2/C(=C(\O)c3ccc4c(c3)OCCO4)C(=O)C(=O)N2CCN(C)C)c1 (configuration not stated) | -9% | 3% | 0 | -1% | -16% | -6% | 2% | 6% | -17% | 1% | 11%
Cc1ccc(S(=O)(=O)N(C)C)cc1NC(=O)CN1c2cccc3cccc(c23)S1(=O)=O | x | -8% | -6 | 0% | -16% | 11% | -2% | 3% | 5% | x | u
O=C(Nc1ccc(S(=O)(=O)Nc2ccccn2)cc1)c1ccc(Cl)cc1Cl | -5% | 2% | -2 | -5% | 11% | -1% | 3% | -13% | u | 22% | 1%
CN1C(=O)C(O)(CC(=O)c2ccccc2O)c2cc(Br)ccc21 (configuration not stated) | -3%&2% | -2%&1% | -2&2 | -1%&1% | -28% | -3%&1% | -8% | 17% | -1%&-3% | -2%&8% | 10%
CCCCCCSc1cccc(-c2nc3ccc(C)cn3c2NC2CCCCC2)c1 | x | -1% | 16 | -5% | -11% | -1% | -8% | 6% | -3% | x | -13%
Cc1ccc(/C=N/n2c(-c3ccc(Cl)cc3)n[nH]c2=S)s1 | -30% | -17% | -3 | -2% | -5% | 2% | 1% | -2% | -8% | 1.4µM* | u
CCOC(=O)c1sc(N)c(C#N)c1CSc1nc2ccc(OCC)cc2[nH]1 | -10% | -4% | -3 | 0% | -38% | 0% | -2% | -9% | 1% | 2% | -29%
COc1ccc(C2CC(C(F)(F)F)n3nc(C(=O)O)c(Cl)c3N2)cc1OC (configuration not stated) | 3% | 1% | 4 | 3% | 1% | -2% | -6% | -5% | 1% | -14% | 9%
CC(OC(=O)c1ccc(Cl)c(S(=O)(=O)Nc2ccc(F)cc2)c1)C(=O)NC(N)=O (configuration not stated) | -3% | 4% | -3 | 2% | -13% | -3% | 0% | -3% | -2% | 4% | 12%

# Brought forward from above: two entries, then new ones.
SMILES | Gal4-VP16 FLuc | Tb PFK inh | TRPV1 agonist | NPC1 promoter act | BRCA1 expr act | Rab9 prom act | ELG1 genotoxic | p53 reactivator | FLuc counter | RORg inh | ELG1 DNA repair
COc1ccc(C2CC(C(F)(F)F)n3nc(C(=O)O)c(Cl)c3N2)cc1OC (configuration not stated) | 3% | 1% | 4 | 3% | 1% | -2% | -6% | -5% | 1% | -14% | 9%
CC(OC(=O)c1ccc(Cl)c(S(=O)(=O)Nc2ccc(F)cc2)c1)C(=O)NC(N)=O (configuration not stated) | -3% | 4% | -3 | 2% | -13% | -3% | 0% | -3% | -2% | 4% | 12%
COc1cccc(CC(=O)OCc2csc(CC(=O)Nc3ccccc3C)n2)c1 | x | 3% | 12 | -1% | -2% | 0% | -1% | -1% | 0% | x | 9%
Cc1ccc(/C=N/N=C2/NC(=O)CS2)o1 | u | -3% | -6 | -2% | -12% | 10% | 8% | 2% | u | 13µM* | u
CC12CN3CC(C)(CN(C1)C3c1ccc(Cl)cc1Cl)C2O (configuration not stated) | 4% | 0% | -3 | 8% | 10% | -4% | 9% | 3% | 0% | 5% | 12%
O=C(CCCCCCCCN1C(=O)c2ccccc2C1=O)N1CCOCC1 | -29% | -6% | u | -2% | -15% | -2% | -4% | -3% | -1% | u | u
O=C(Nc1cccc(F)c1)c1ccc2c(c1)OCCO2 | -4% | 5% | u | u | u | 3.2µM* | u | u | 4.8µM* | -24% | u
Cc1ccc(/C=N/n2c(-c3cccnc3)n[nH]c2=S)o1 | -13% | 3% | -1 | 1% | -2% | -2% | 0% | 3% | 3% | -39% | 16%
CC(C)(C)c1cc(S(=O)(=O)CCc2ccncc2)cc(C(C)(C)C)c1F | -10% | 2% | -2 | -10% | -1% | -36%[inhibitor] | 0% | -6% | 1% | -4% | 4%
O=C(NCc1cccnc1)c1cc(Sc2cccc(Cl)c2)nc2ccccc12 | 0% | 0% | u | -1% | -65% | 0% | -10% | -9% | -12% | u | u
O=C(OC(c1ccc(NS(=O)(=O)c2ccccc2)cc1)(C(F)(F)F)C(F)(F)F)c1ccccc1 | u | 0% | -1 | 1% | -54% | 1% | -2% | u | 4% | 14µM* | -21%
Cc1ccccc1C(=O)NC1CCCCCCC1 | -20% | 1% | 15 | 2.8µM* | u | 2.5µM* | 16µM* | 3% | 12µM* | -32% | u
CC(=O)C(C)Oc1ccc2c3c(c(=O)oc2c1C)CCCC3 (configuration not stated) | -4% | -1% | 27 | 8% | 6% | 12% | 4% | u | u | 12% | -15%
Cn1c(CN2CCCCC2)nc2cc(NS(=O)(=O)c3ccc(F)cc3)ccc21 | 4% | -2% | 2 | -10% | 0% | -11% | -5% | -4% | -1% | -9% | -8%
Cc1ccc(NC(=O)Cn2nnc(C(=O)NCc3ccc4c(c3)OCO4)c2N)cc1 | -12% | -8% | 3 | 8% | -16% | 1% | 0%[9.26 µM] | -17% | 1% | -17% | 25%

# One compound at a time (already shown). Screens in order: Gal4-VP16 FLuc | Tb PFK inh | TRPV1 agonist | NPC1 promoter act | BRCA1 expr act | Rab9 prom act | ELG1 genotoxic | p53 reactivator | FLuc counter | RORg inh | ELG1 DNA repair
# `CC(C)(C)c1cc(S(=O)(=O)CCc2ccncc2)cc(C(C)(C)C)c1F` is listed with -10% | 2% | -2 | -10% | -1% | -36%[inhibitor] | 0% | -6% | 1% | -4% | 4%
# `CC(/C=C/c1ccccc1)=N\NC(=O)c1ccncc1` is listed with 11µM* | -1% | 0 | 3% | -2% | -9% | -3% | 14% | 1% | 7.1µM* | 17%
# `CC(=O)Nc1ccc(-c2cn3cc(C)ccc3n2)cc1` is listed with u | 3% | 1 | 3.2µM* | 15% | 1µM* | u | u | 1.9µM* | 7.1µM* | u
